Assay outcomes: PubChem BioAssay, National Center for Advancing Translational Sciences (NCATS)
Tau fibril ThT: qHTS for Inhibitors of Tau Fibril Formation, Thioflavin T Binding; recombinant tau K18 P301L, heparin-induced fibrillization, ThT fluorescence; AID 1460, 2008; 270,000 tested, 2.1% active; Microtubule-associated protein tau (Homo sapiens), P10636; Potency, µM (highest dose often 57.4 µM), for the others: top-dose activity, negative = inhibition, most hits filed as inhibitors; note: % is set by controls: 0 for no effect and ±100 for the full control effect; nearly all actives have a fitted effect of over 55% in size
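Heparin-induced (20 uM) aggregation of recombinant human K18 P301L tau, 15 uM unlabeled with 0.24 uM labeled, pH 7 acetate buffer, 6 hr at 37 C with compound. Fibrils quantified by 30 uM ThT fluorescence after 1 hr ambient incubation.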
HTT cytoprotect: qHTS Multiplex Assay to Identify Dual Action Probes in a Cell Model of Huntington: Cytoprotection (ATP); 230,000 tested, 0.14% active; Potency, µM (titrated, usually from 56.4 µM), inactives show cytoprotection (ATP increase), usual class: activators; AID 1471, 2008; PC12 HTT-Q103 induced, cytoprotection, ATP luminescence, 40 h;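 note: % of control where 0% means no effect; nearly all actives have a fitted effect of over 45% in size; toxic huntingtin expression switched on by the ecdysone agonist tebufenozide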
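Rat PC12, Q103 Htt exon1-GFP fusion, ecdysone promoter; tebufenozide inducer 100 nM final; compound titration; qHTS, 1500 cells/well; ATPlite luminescent read.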
L3MBTL1 block: qHTS Assay for the Inhibitors of L3MBTL1. Potency, µM (titrated, usually from 57.1 µM), without a hit: at the top dose activity, negative = inhibition, usual class: inhibitors. 230,000 tested, 0.66% active. AlphaScreen L3MBTL1–H3K9me1 peptide binding. AID 485360, 2010. Lethal(3)malignant brain tumor-like protein 1 (Homo sapiens), Q9Y468; note: % is set by controls: 0 for no effect and ±100 for the full control effect; nearly all actives have a fitted effect of over 60% in size
Target sequence (Q9Y468 whole entry, looked up): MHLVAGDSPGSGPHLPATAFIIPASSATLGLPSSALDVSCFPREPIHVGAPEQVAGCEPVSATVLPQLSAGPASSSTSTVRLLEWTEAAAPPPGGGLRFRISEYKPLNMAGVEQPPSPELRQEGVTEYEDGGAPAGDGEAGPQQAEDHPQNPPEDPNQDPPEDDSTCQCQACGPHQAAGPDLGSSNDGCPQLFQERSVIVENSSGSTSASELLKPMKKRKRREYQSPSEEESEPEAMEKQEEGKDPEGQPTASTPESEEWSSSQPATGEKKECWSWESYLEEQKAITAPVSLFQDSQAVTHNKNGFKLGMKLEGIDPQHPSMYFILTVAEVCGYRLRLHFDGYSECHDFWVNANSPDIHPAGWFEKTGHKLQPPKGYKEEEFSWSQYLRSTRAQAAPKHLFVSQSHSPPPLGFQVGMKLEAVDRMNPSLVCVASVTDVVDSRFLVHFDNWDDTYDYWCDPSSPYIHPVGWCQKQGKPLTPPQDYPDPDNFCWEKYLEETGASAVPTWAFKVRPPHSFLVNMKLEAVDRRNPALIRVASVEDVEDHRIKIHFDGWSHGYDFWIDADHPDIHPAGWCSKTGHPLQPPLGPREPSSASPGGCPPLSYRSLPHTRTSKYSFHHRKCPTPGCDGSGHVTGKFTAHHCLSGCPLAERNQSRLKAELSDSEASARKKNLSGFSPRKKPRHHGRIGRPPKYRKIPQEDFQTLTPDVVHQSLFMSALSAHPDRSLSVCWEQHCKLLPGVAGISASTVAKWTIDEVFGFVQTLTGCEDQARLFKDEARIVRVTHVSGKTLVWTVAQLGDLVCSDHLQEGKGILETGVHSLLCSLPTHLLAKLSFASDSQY
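Displacement of a biotinylated histone H3(1-15) peptide monomethylated at Lys9 (75 nM) from L3MBTL1 (50 nM) was measured by AlphaScreen after a 30 min room-temperature compound incubation; cefsulodin titration served as intraplate control.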
TexasRed fluor: Total Fluorescence Counterscreen for Inhibitors of the Interaction of Thyroid Hormone Receptor and Steroid Receptor Coregulator 2. TRb/SRC2 Texas Red total fluorescence interference. Potency, µM (series often up to 106 µM), without a hit: at the top dose fluorescence change, negative = quenching. 280,000 tested, 0.29% active; active = well fitted curve in either direction with a large enough effect; inconclusive = small, poorly fitted or top-dose-only effect; note: % is set by controls: 0 for no effect and ±100 for the full control effect
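Flags fluorescent or light-absorbing compounds by total fluorescence, S + 2P, at 555 nm excitation and 632 nm emission. Mixture: 20 nM Texas Red SRC2 peptide, 0.6 uM human TRb LBD, 1 uM T3, 5% DMSO; compound exposure 5 h at ambient temperature.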
RECQ1 helicase: qHTS Assay for Inhibitors of RecQ-Like Dna Helicase 1 (RECQ1); ATP-dependent DNA helicase Q1 (Homo sapiens), P46063; RECQ1 DNA unwinding, red fluorescence kinetic read; Potency, µM (series often up to 57.3 µM), for the others: top-dose activity, negative = inhibition, most hits filed as inhibitors; 240,000 tested, 0.54% active;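 note: plate controls were vehicle for no effect and no enzyme for full effect; nearly all actives have a fitted effect of over 30% in size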
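RECQ1T1 50 nM; forked duplex (20 bp + 30-nt ss tails) 200 nM, ATP 2 mM final; pH 8.0, 2 mM MgCl2, 2.5 ug/ml poly(dI-dC); 15 min compound preincubation; discontinuous kinetic read over 2 h at RT.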
Tau fibril FP: qHTS for Inhibitors of Tau Fibril Formation, Fluorescence Polarization; Microtubule-associated protein tau (Homo sapiens), P10636; K18 P301L tau heparin fibrillization, Alexa594 FP, 6 h; Potency, µM (titrated, usually from 57.7 µM), inactives show top-dose activity, negative = inhibition, actives largely listed as inhibitors; 280,000 tested, 0.39% active; note: % is set by controls: 0 for no effect and ±100 for the full control effect; nearly all actives have a fitted effect of over 55% in size
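Quantitative HTS format: compounds meet 15 uM recombinant K18 P301L tau and Alexa 594-tau tracer in 100 mM sodium acetate pH 7; 20 uM heparin triggers fibrillization at 37 C over 6 hr; FP gives the signal.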
Tau fluor counter: Counterscreen qHTS for Inhibitors of Tau Fibril Formation, Fluorescence Polarization. tau K18 P301L (four-repeat tau fragment) Alexa594 fluorescence, heparin fibrillization. Potency, µM (titrated, usually from 57.7 µM), for the others: top-dose activity change, negative = decrease. 280,000 tested, 0.93% active; note: % is set by controls: 0 for no effect and ±100 for the full control effect; nearly all actives have a fitted effect of over 55% in size
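Human K18 P301L tau (15 uM unlabeled plus 0.24 uM Alexa 594-labeled, final) in 100 mM sodium acetate pH 7 was mixed with compound and 20 uM heparin and incubated 6 hr at 37 C.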
TRb-SRC2 inh: qHTS for Inhibitors of the Interaction of Thyroid Hormone Receptor and Steroid Receptor Coregulator 2 | Potency, µM (doses to about 106 µM), without a hit: at the highest dose activity change, negative = inhibition, actives largely listed as inhibitors | 280,000 tested, 0.065% active | TRbeta-SRC2 peptide binding, fluorescence polarization; receptor liganded with 1 µM T3 | Thyroid hormone receptor beta (Homo sapiens), P10828;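 note: plate controls were bound peptide for no effect and peptide without receptor for full effect; nearly all actives have a fitted effect of over 50% in size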
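Polarization signal, normalized between peptide-alone and full complex controls, measured compound effects on T3-liganded human TRb LBD (0.6 uM) binding 20 nM Texas Red SRC2 peptide after 5 hr.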
* hit, by the source's call; i = inactive; u = inconclusive; x = no result given; & = joins results of further samples; [ ] = remark or other dose. Unless noted, calls come from the whole dose curve; as a rule, active = well fitted curve in the direction sought with a large enough effect; inconclusive = small, poorly fitted or top-dose-only effect, or another doubt; inactive = no such curve, though single readings can be large; an effect the other way counts as inactive or inconclusive. Potency is the fitted concentration of half-maximal effect. This is a subset; rates above refer to the full screens.

#1 Cc1nnc(SCC(=O)N(C)c2c(N)n(Cc3ccccc3)c(=O)[nH]c2=O)n1Cc1ccccc1
#2 Cc1ccc(-c2oc3ccccc3c(=O)c2OCC(=O)O)cc1
#3 COc1ccc(C(=O)CN2CCN(S(=O)(=O)c3ccc(C(C)C)cc3)CC2)cc1
#4 CCC(C)Nc1nc(SC(C(C)=O)C(C)=O)nc(N(C)C)n1 (stereo unspecified)
#5 COc1ccc2cc3cc(C(=O)NCCN4CCc5ccccc5C4)oc3nc2c1
#6 COc1ccccc1-n1c(SCC(=O)N2CCOCC2)nc(O)c(Cc2ccccc2)c1=O

Compound	1	2	3	4	5	6
HTT cytoprotect	2%[10 µM]	x	x	-19%[0.074 µM]	-48%[inhibitor]	-22%[0.074 µM]
RECQ1 helicase	-1%	0%	x	i	17%	i
Tau fibril FP	3%	1%	4%	4%	-10%	-1%
TRb-SRC2 inh	-2%	-4%	-1%	-3%	1%	-6%
Tau fibril ThT	-13%	-6%	-13%	-6%	-13%	-4%
Tau fluor counter	-12%	-3%	-17%	-2%	-14%	3%
L3MBTL1 block	0%	-1%	x	x	-6%	x
TexasRed fluor	-2%	-4%	-1%	3%	-2%	0%

#7 COc1ccc(C2C3=C(CC(C)(C)CC3=O)Nc3n[nH]c(C)c32)cc1 (stereo unspecified)
#8 Cc1cc(S(=O)(=O)NC(C)C)ccc1OCC(=O)N1CCOCC1
#9 CCCCCCCCCCCCCCCCOCC(CO)OC(C)=O (stereo unspecified)
#10 COc1ccc(NC(=O)Cn2nnc3sc4c(c3c2=O)CC(C)(C)OC4)cc1
#11 Cc1cccn2cc(-c3cccc(NC(=O)c4cccs4)c3)nc12
#12 CN1CCN(C(=O)c2cnn(-c3ccccc3)c2NC(=O)c2ccccc2F)CC1

Compound	7	8	9	10	11	12
HTT cytoprotect	100%	-11%	-26%&-2%	7%[10 µM]	-8%[10 µM]	4%[10 µM]
RECQ1 helicase	-14%	-3%	-3%&-3%	14%	9%	-1%
Tau fibril FP	1%	-11%	-1%&-5%	1%	-9%	4%
TRb-SRC2 inh	4%	0%	-8%&-4%	-2%	-3%	13%
Tau fibril ThT	-8%	-1%	-11%&-16%	-11%	16%	-4%
Tau fluor counter	-5%	-8%	2%&-16%	-22%	-29%	-1%
L3MBTL1 block	-1%	x	x	1%	-11%	-1%
TexasRed fluor	0%	0%	0%&0%	-3%	-3%	0%

#13 Cc1ccc(CCNC(=O)C2COc3ccccc3C2)cc1 (stereo unspecified)
#14 O=C(NCc1nnc(SCC(=O)N2CCCC2)o1)c1ccccc1F
#15 CCc1cnc2c(c1SCC(=O)NCc1ccccc1Cl)c(=O)n(C)c(=O)n2C
#16 OCCN(CCO)c1ncnc2c1oc1ccc(Br)cc12
#17 Cc1cc(C)nc(NS(=O)(=O)c2ccc(N/C=C3\CCCC3=O)cc2)n1
#18 O=[N+]([O-])c1ccccc1S(=O)(=O)N1CCN(Cc2ccsc2)CC1

Compound	13	14	15	16	17	18
HTT cytoprotect	x	16%	x	3%	-4%[1.9 µM]	21%
RECQ1 helicase	x	-9%	x	i	0%	i
Tau fibril FP	0%	-6%	-4%	7%	-5%	-4%
TRb-SRC2 inh	7%	1%	-10%	-9%	0%	0%
Tau fibril ThT	-1%	-8%	-5%	-3%	-14%	0%
Tau fluor counter	5%	-2%	0%	3%	-4%	-7%
L3MBTL1 block	x	x	x	x	0%	-12%
TexasRed fluor	-6%	0%	0%	-10%	0%	-2%

Fetched one by one from the entries so far (4):
#13 Cc1ccc(CCNC(=O)C2COc3ccccc3C2)cc1 (stereo unspecified)
#16 OCCN(CCO)c1ncnc2c1oc1ccc(Br)cc12
#18 O=[N+]([O-])c1ccccc1S(=O)(=O)N1CCN(Cc2ccsc2)CC1
#15 CCc1cnc2c(c1SCC(=O)NCc1ccccc1Cl)c(=O)n(C)c(=O)n2C

Compound	13	16	18	15
HTT cytoprotect	x	3%	21%	x
RECQ1 helicase	x	i	i	x
Tau fibril FP	0%	7%	-4%	-4%
TRb-SRC2 inh	7%	-9%	0%	-10%
Tau fibril ThT	-1%	-3%	0%	-5%
Tau fluor counter	5%	3%	-7%	0%
L3MBTL1 block	x	x	-12%	x
TexasRed fluor	-6%	-10%	-2%	0%

(list continues)
#19 CC(C)N(C)C(=O)C(=O)c1cccn1-c1cccc(Cl)c1C#N
#20 Cc1ccc(NC(=O)CCc2c(C)nc3nc(C)nn3c2C)c(Cl)c1
#21 Cc1ccc2nc(Cl)c3cc(C(=O)NCCCN(C)Cc4ccccc4)sc3c2c1
#22 CCOc1ccc(CCNC(=O)C(O)c2ccccc2)cc1 (stereo unspecified)
#23 CCOc1cnc(-c2c(-c3c(Cl)cccc3Cl)noc2C)o1
#24 Cc1ccc(OCC(=O)N(Cc2ccccc2)C(C)C)c([N+](=O)[O-])n1
#25 O=C(CN1C(=O)C2(OCCCO2)c2ccccc21)NCc1ccccc1

Compound	19	20	21	22	23	24	25
HTT cytoprotect	-22%[1.9 µM]	x	x	-12%	x	-22%[10 µM]	-1%[0.074 µM]
RECQ1 helicase	i	x	x	-10%	i	9%	i
Tau fibril FP	1%	-5%	u	3%	-3%	-1%	0%
TRb-SRC2 inh	-4%	-3%	-2%	-3%	5%	5%	5%
Tau fibril ThT	3%	9%	-5%	-14%	10%	-2%	1%
Tau fluor counter	2%	7%	-27%	-4%	-9%	-2%	4%
L3MBTL1 block	8%	x	x	6%	-8%	-5%	x
TexasRed fluor	0%	-3%	-2%	1%	-1%	1%	-3%

Results in TRb-SRC2 inh and Tau fluor counter, for some of the entries so far:
item | mol | TRb-SRC2 inh | Tau fluor counter
24 | Cc1ccc(OCC(=O)N(Cc2ccccc2)C(C)C)c([N+](=O)[O-])n1 | 5% | -2%
25 | O=C(CN1C(=O)C2(OCCCO2)c2ccccc21)NCc1ccccc1 | 5% | 4%
